PI5P4Ka inh: inhibitors of human PI5P4K alpha. P48426. PI5P4Kalpha enzyme, ADP-Glo luminescence, 60 min; hits give low values. max response, %. 1.2% of 330,000 active. AID 652105; active = max response of -50% or lower; inconclusive = between -30% and -50%; inactive = -30% or higher; also: value at the top dose of about 77 µM; % is scaled to controls: 0 for no effect and ±100 for the full control effect
Target sequence (P48426 whole entry, looked up): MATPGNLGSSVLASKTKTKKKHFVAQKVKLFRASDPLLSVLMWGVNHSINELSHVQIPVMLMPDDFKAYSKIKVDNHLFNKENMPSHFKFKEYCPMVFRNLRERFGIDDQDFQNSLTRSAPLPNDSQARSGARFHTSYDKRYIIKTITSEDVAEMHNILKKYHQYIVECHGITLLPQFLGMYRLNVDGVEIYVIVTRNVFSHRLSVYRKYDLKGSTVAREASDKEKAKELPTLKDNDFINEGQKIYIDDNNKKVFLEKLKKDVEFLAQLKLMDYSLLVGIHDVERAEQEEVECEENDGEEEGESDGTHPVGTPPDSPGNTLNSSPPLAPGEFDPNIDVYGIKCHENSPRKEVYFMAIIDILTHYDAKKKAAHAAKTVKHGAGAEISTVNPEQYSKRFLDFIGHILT
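qHTS, 1536-well: enzyme/substrate mix, compound by pin tool, 5 microM ATP final; RT 60 min; ADP-Glo reagents 1 (45 min) then 2 (30 min); luminescence.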
Abeta rescue: restores growth of yeast expressing A-beta42 peptide | Potency, µM (titrated, usually from 46.1 µM), inactives show at the highest dose growth rescue, most hits filed as activators | AID 1347071 | 0.063% of 410,000 active | yeast expressing A-beta42, growth rescue, OD600, 48 h; response scale: 0% DMSO, 100% iron-clioquinol control; also: potency is read from the fitted curve at half-maximal effect; nearly all actives have a fitted effect of over 55% in size
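Yeast A-beta toxicity model in growth medium with pinned compounds, 48 h at 30 C; growth read as absorbance at 600 nm. Normalized to FeCl3/clioquinol equimolar mix (positive) and DMSO (negative).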
FUS yeast rescue: suppressors of FUS proteinopathy in yeast; Potency, µM (doses to about 76.6 µM), for the others: at the highest dose growth rescue (activation), actives largely listed as activators; S. cerevisiae FUS-expressing, growth rescue, OD600, 24 h; 0.24% of 390,000 active;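 also: potency is read from the fitted curve at half-maximal effect; plate controls were DMSO vehicle for no effect and reference control for full effect; nearly all actives have a fitted effect of over 55% in size; some results filed as inactive show a strong effect at the top dose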
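Yeast FUS proteinopathy model; galactose-induced FUS (2%), starting OD 0.005. Cpds in dilution series, 24hr, 30C, 99% humidity. Abs 600 nm growth. Pos ctrl CP55940 (top 92uM final); neg ctrl DMSO.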
WRN inhibitor: inhibitors of human WRN helicase. Q14191. WRN helicase unwinding, fluorescent forked duplex, kinetic. Potency, µM (doses to about 114 µM), for the others: at the top dose activity change, negative = inhibition, actives largely listed as inhibitors. 0.46% of 360,000 active. AID 651768; also: potency is read from the fitted curve at half-maximal effect; % is scaled to controls: 0 for no effect and ±100 for the full control effect; nearly all actives have a fitted effect of over 55% in size
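Kinetic red-fluorescence monitoring (525/598 nm) tracks WRN helicase activity after 100 nM fluorophore-quencher forked duplex and 2 mM ATP are added to 20 nM enzyme pretreated 15 min at room temperature with compound.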
EPAC1 antag: EPAC1 (human) antagonism; EPAC1 GEF assay, Rap1b-BODIPY-GDP exchange fluorescence; AID 720709; 0.14% of 360,000 active; Potency, µM (highest dose often 115 µM), for inactives: at the highest dose activity change, negative = inhibition, hits mostly inhibitors; O95398;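 also: potency is read from the fitted curve at half-maximal effect; plate controls were vehicle for no effect and positive control for full effect; nearly all actives have a fitted effect of over 50% in size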
IL2 activator: activates IL-2 in a cell-based reporter assay | IL-2 activation reporter assay, cell-based qHTS; stimulated with anti-CD3/CD4/CD28 beads; in transgenic mouse T cells | AID 652025 | activation, % (series mostly up to about 46 µM) | 0.065% of 360,000 active; in the data active = activation above about 50%; inconclusive = mostly about 30% to 49%; also: 0% is about no effect
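Readout: EGFP and DsRed signals by fluorescent plate cytometry. Unstimulated transgenic mouse T cells received compound 60 min before antibody-bead stimulation, then incubated 18 h at 37 degrees C.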
PLK1 PBD block: blocks phosphopeptide binding to human PLK1 polo-box domain; 2.8% of 360,000 active; Potency, µM, without a hit: max response, negative = inhibition, usual class: inhibitors; Plk1 PBD binding of FITC phosphopeptide, fluorescence polarization; P53350; also: potency is read from the fitted curve at half-maximal effect; series mostly up to about 57 µM; % is scaled to controls: 0 for no effect and ±100 for the full control effect; nearly all actives have a fitted effect of over 65% in size
Target sequence (P53350 whole entry, looked up, the tested form may be a part): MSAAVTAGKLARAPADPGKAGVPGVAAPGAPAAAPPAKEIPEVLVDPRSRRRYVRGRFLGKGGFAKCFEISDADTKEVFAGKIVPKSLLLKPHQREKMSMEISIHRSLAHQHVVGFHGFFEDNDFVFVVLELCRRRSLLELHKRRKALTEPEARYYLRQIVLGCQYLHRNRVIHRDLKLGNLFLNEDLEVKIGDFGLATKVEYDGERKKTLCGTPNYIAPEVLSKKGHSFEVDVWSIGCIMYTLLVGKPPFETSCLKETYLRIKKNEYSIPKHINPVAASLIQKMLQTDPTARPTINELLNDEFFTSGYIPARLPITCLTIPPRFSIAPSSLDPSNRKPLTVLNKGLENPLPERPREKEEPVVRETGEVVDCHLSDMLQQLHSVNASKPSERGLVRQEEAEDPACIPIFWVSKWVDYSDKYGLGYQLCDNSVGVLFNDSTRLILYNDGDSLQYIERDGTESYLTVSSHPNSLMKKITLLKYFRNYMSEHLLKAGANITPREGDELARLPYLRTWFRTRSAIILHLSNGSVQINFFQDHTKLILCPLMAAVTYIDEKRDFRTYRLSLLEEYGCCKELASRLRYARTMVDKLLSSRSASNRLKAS
EPAC1 ag: activates human EPAC1 exchange factor | AID 720707 | EPAC1 agonist qHTS, biochemical assay; response scale: 100% = response to 6.5 mM cAMP | 0.073% of 360,000 active | Potency, µM (series often up to 154 µM), inactives show top-dose activation, actives largely listed as activators | O95398; also: potency is read from the fitted curve at half-maximal effect; nearly all actives have a fitted effect of over 60% in size
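Normalized to 6.5 mM cAMP, activity reflects EPAC1-catalysed release of BODIPY-GDP from Rap1B, followed kinetically over 30 min at 480 nm excitation, 540 nm emission. Reaction contained 100 nM EPAC1, 250 nM Rap1B-BODIPY-GDP, 50 uM GDP.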
Active calls of the source: *; ? = inconclusive; nt = no result given; [ ] = remark or other dose. Unless noted, calls follow the shape of the dose curve; as a rule, active = well fitted curve in the direction sought with a large enough effect; inconclusive = small, poorly fitted or top-dose-only effect, or another doubt; inactive = no such curve, though single readings can be large; an effect the other way counts as inactive or inconclusive.

SMILES	PI5P4Ka inh	Abeta rescue	FUS yeast rescue	WRN inhibitor	EPAC1 antag	IL2 activator	PLK1 PBD block	EPAC1 ag
CCN1C(=O)C2C(C1=O)N1C(c3cccs3)C3C(=O)N(CC)C(=O)C3N1C2c1cccs1 (stereo not given)	6	8%	-7%	-2%	0%	0.6	-6%	4%
COc1ccc(-c2noc(-c3ccccc3C(=O)Nc3cccnc3)n2)cc1OC	nt	3%	13%	-6%	-1%	-2.1	-2%	5%
Cc1[nH]c2ccccc2c1C(=O)C(=O)NCCCc1ccccc1	4	nt	9%	-4%	-9%	0.3	-4%	8%
C[C@@H]1CN([C@@H](C)CO)C(=O)c2cc(Br)cnc2O[C@H]1CN(C)C(=O)c1cccc(F)c1	-1	-4%	-18%	0%	5%	-0.5	-7%	2%
CCCCC1CC1C(=O)Nc1ncc2c(n1)CC(C)(C)CC2=O (stereo not given)	nt	-9%	21%	-2%	-25%	-0.5	-2%	3%
Cc1ccc(C2(C)NC(=O)N(CC(=O)Nc3ccccc3N3CCCC3)C2=O)cc1 (stereo not given)	-3	0%	9%	0%	-14%	1.3	-5%	7%
CCC(C)C(NS(=O)(=O)c1ccc(C)cc1)C(=O)Oc1ccc2c3c(c(=O)oc2c1)CCC3 (stereo not given)	nt	-50%[inhibitor]	?	-4%	12%	-2.7	-6%	15%
Cc1cc(C)cc(SCc2noc(C(=O)NC(C)C)c2C(=O)O)c1	0	-12%	-2%	-5%	-17%	-0.4	-9%	2%
CCN=C1S/C(=C\c2cn(CC)c3ccccc23)C(=O)N1CC	24	19%	25%	-5%	0%	-4.0	5%	2%
COc1ccc(CCn2c(C)cc(C(=O)CSc3nc(N)cc(=O)[nH]3)c2C)cc1	nt	11%	?	-7%	-4%	-3.1	0%	1%
Cc1cc(NC(=O)CSc2nnc(-c3cccc(F)c3)n2N)no1	-22	3%	19%	-5%	23%	2.1	-5%	-7%
Cc1ccc(C(C(=O)NCc2ccccc2)N(Cc2ccco2)C(=O)c2snc(C(N)=O)c2N)o1 (stereo not given)	-5	-6%	7%	3%[57.1 µM]	-6%	-0.5	-17%	11%
COc1ccc(Cn2c(C3CC3)nc3ccc(NC(=O)c4cccnc4)cc3c2=O)cc1	-6	-5%	21%	-13%	-6%	-2.7	0%	11%
CCn1ncc(C2=NOC(C(=O)NCc3ccccc3)C2)c1C (stereo not given)	nt	2%	26%	5%	4%	0.2	?	-6%
Cc1ccc(NC(=O)C2CCN(S(=O)(=O)c3ccc4c(c3)OCCO4)CC2)c(O)c1	-14	-7%	8%	?	-10%	0.3	-8%	5%
CN1CCN(C(=O)CN(c2cccc(Br)c2)S(=O)(=O)c2ccccc2)CC1	-2	-3%	-14%	7%	-4%	1.2	3%	-1%
COc1ccc(NC(=O)C23CC4CC(C2)CC(n2cnc(Br)n2)(C4)C3)c(C)c1	nt	4%	-18%	0%	8%	-0.7	-2%	3%
CC(C)(C)Nc1c(-c2cccs2)nc2ccccn12	-5	-8%	3%	8%	-18%	-3.4	-8%	-17%
Cc1cc(Nc2ccc3c(c2)OCCO3)c2ccccc2n1	-7	-14%	nt	7%	15%	0.8	-8%	8%
CNC(=O)c1c(NC(=O)CCS(=O)(=O)c2ccc(C)cc2)sc2c1CCN(C(=O)OC)C2	-2	-2%	25%	-5%	-12%	-1.1	?	8%
O=C(O)c1ccccc1N(Cc1ccccc1)C(=O)COc1ccccc1	3	nt	14%	4%	-2%	3.5	3%	6%
Cc1cccc(-[n+]2c(C)cc(C)c3c(=O)[nH]c(=O)[nH]c32)c1	-5	-6%	nt	8%	1%	-2.7	-10%	2%
Cc1ccccc1/C=C/C12NC(=O)CN1c1ccccc1C2(C)C (stereo not given)	-7	24%	-10%	-16%	-10%	-0.2	-3%	-12%
COc1ccc(-c2nn(-c3ccccc3)cc2/C=C/C(=O)OCC(=O)Nc2ccccc2C#N)cc1	-2	4%	7%	-6%	-14%	-3.5	-10%	5%
N#CCSc1nc2ccccc2c(=O)n1CCCC(=O)NCC1CCCO1 (stereo not given)	1	6%	9%	-1%[57.1 µM]	-9%	-1.4	-1%	15%
COc1cccc(S(=O)(=O)Nc2ccc3c(c2)C(=O)N(C)C[C@H](OC)[C@H](C)CN(Cc2ccccc2F)[C@@H](C)CO3)c1	6	-4%	14%	-9%	-16%	-0.3	4%	1%
O=C(Cn1cc(C(F)(F)F)ccc1=O)N1CCCc2ccccc21	1	18%	-10%	-12%	-6%	0.0	0%	0%
COc1ccc2sc3ccccc3c(=O)c2c1	-9	-30%	13%	-5%[57.1 µM]	-10%	-1.1	-10%	-8%
COc1ccc(NC(=O)C2=Cc3ccccc3OC2)cc1	12	5%	3%	-11%[57.1 µM]	-8%	0.7	?	-12%
Cc1cccc(Nc2nnc(SCC(=O)Nc3ccc(C(=O)O)cc3)s2)c1	-19	-4%	-5%	-22%	1%	-0.4	-3%	1%
O=C(NNC1=NS(=O)(=O)c2ccccc21)c1ccccc1	-2	-6%	-8%	5%	19%	-0.1	?	8%
CC(C)c1cc(C(=O)N/N=C/C(Br)=C/c2ccccc2)n[nH]1	-4	-34%	-14%	-8%	-10%	-1.2	-12%	1%
COc1ccc(-c2nc(N)n[nH]2)cc1	1	31%	-6%	-2%	-1%	-0.3	-10%	4%
O=C(Nc1ccc(F)cc1)Nc1ccc(Cl)cn1	nt	7%	2%	7%	8%	0.7	-2%	-2%
C#Cc1ccc(NC(=O)C2(C)CCN2C(=O)Cc2ccc(C(C)(C)C)cc2)cc1 (stereo not given)	31	-9%	43%	-2%	-15%	-0.3	-7%	-4%
Cc1cc(C)n(-c2cc(N3CCN(S(=O)(=O)c4ccc(C)c(C)c4)CC3)ccc2[N+](=O)[O-])n1	1	5%	2%	0%	6%	-0.2	0%	-4%
Cc1nnc(NC(=O)CCCN2C(=O)c3ccccc3C2=O)s1	nt	20%	17%	-4%	0%	-2.8	0%	0%
Cc1cccc(NC(=O)c2c(F)c(F)c(F)c(F)c2F)c1	6	-6%	24%	0%	-5%	-0.1	-5%	-4%
COC(=O)C1CC(O)CN1S(=O)(=O)c1cccs1 (stereo not given)	5	8%	-16%	3%	12%	-0.6	-8%	3%
O=C(NC1CCCCC1)C(=O)c1c[nH]c2ccccc12	3	-2%	13%	-1%	-13%	2.1	8%	-12%
CCc1ccc(N=C2N=C(N)c3ccccc32)cc1	1	8%	-28%	8%	-4%	-0.7	?	-2%
CCc1nn2cc(-c3ccccc3)nc2s1	-16	-30%	1%	-8%	-11%	2.8	-10%	-1%
COc1ccc(C(=O)N2CCc3cc(OC)c(OC)cc3C2)cc1OC	-3	9%	-10%	-2%	-1%	-0.2	-1%	3%
c1ccc(CCNc2ncnc3scc(C4COc5ccccc5O4)c23)cc1 (stereo not given)	-7	-21%	40%	-7%	-5%	-2.6	-5%	3%
CSc1nc(-c2ccco2)nn1C(=O)CCc1ccccc1	nt	9%	1%	15%	5%	-2.1	-23%	0%
COc1cc(C2CC(=O)N3CN(Cc4ccco4)CSC3=C2C#N)ccc1OCc1ccccc1 (stereo not given)	-59*	8%	27%	-21%	-10%	2.0	?	5%
S=C(NC1CCCCC1)N1CCOCCOCCN(C(=S)NC2CCCCC2)CCOCC1	4	13%	24%	4%	-21%	0.0	-8%	5%
COc1cccc(C(=O)Nc2ccncc2)c1OC	2	-3%	-20%	4%	-2%	0.7	2%	1%
CC(=O)Nc1ccc(S(=O)(=O)NCCC(=O)NCc2ccncc2)cc1	-4	1%	-18%	6%	6%	-0.7	2%	-9%
CCSc1nnc(NC(=O)c2cc3c(s2)CCCC3)s1	nt	-5%	10%	0%	2%	-0.7	-14%	2%
O=C(COC(=O)Cc1ccc(S(=O)(=O)N2CCOCC2)s1)Nc1ccccc1Cl	-5	3%	nt	-6%	0%	-3.4	3%	-4%
CCOc1ccc(-c2c(C#N)c(N)nc3sc(C(=O)c4ccccc4)c(N)c23)cc1	-9	-2%	-23%	6%	13%	125*	?	-5%
CC(=O)Nc1cccc(O)c1	-1	-12%	-34%	-13%	-10%	-0.6	5%	-14%
CCOC(=O)CSc1nc2sc3c(c2c(=O)n1CC)CC(C)(C)OC3	nt	13%	-1%	-7%	-1%	-0.9	-7%	7%
CCOC(=O)c1cnc2c(ccc3ccccc32)c1NCCO	-8	-1%[9.22 µM]	-29%	-27%	-12%	-4.3	-1%	-2%

In the list so far, eight contain an aryl thioether with sulfur outside any ring:
SMILES	PI5P4Ka inh	Abeta rescue	FUS yeast rescue	WRN inhibitor	EPAC1 antag	IL2 activator	PLK1 PBD block	EPAC1 ag
Cc1cc(C)cc(SCc2noc(C(=O)NC(C)C)c2C(=O)O)c1	0	-12%	-2%	-5%	-17%	-0.4	-9%	2%
COc1ccc(CCn2c(C)cc(C(=O)CSc3nc(N)cc(=O)[nH]3)c2C)cc1	nt	11%	?	-7%	-4%	-3.1	0%	1%
Cc1cc(NC(=O)CSc2nnc(-c3cccc(F)c3)n2N)no1	-22	3%	19%	-5%	23%	2.1	-5%	-7%
N#CCSc1nc2ccccc2c(=O)n1CCCC(=O)NCC1CCCO1 (stereo not given)	1	6%	9%	-1%[57.1 µM]	-9%	-1.4	-1%	15%
Cc1cccc(Nc2nnc(SCC(=O)Nc3ccc(C(=O)O)cc3)s2)c1	-19	-4%	-5%	-22%	1%	-0.4	-3%	1%
CSc1nc(-c2ccco2)nn1C(=O)CCc1ccccc1	nt	9%	1%	15%	5%	-2.1	-23%	0%
CCSc1nnc(NC(=O)c2cc3c(s2)CCCC3)s1	nt	-5%	10%	0%	2%	-0.7	-14%	2%
CCOC(=O)CSc1nc2sc3c(c2c(=O)n1CC)CC(C)(C)OC3	nt	13%	-1%	-7%	-1%	-0.9	-7%	7%

From PubChem
